# IDE cell inh: human IDE inhibitors in live cells, primary screen, fluorescence polarization, HEK cells, FAbetaB substrate; inhibition, % at 5.59 µM; Insulin-degrading enzyme (Homo sapiens), P14735; FAbetaB cleavage; 320,000 tested, 0.41% active;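 active means percent inhibition above the average of all tested compounds plus 3 SD, set per screening campaign, cut at about 16% in these data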;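 further: IDE supplied by intact live HEK cells; FP after avidin binding of uncleaved biotin substrate so inhibition keeps polarization high; 0% = DMSO wells and 100% = 60 µM reference IDE inhibitor Ii1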
# NALP1 yeast inh: NALP1 inflammasome inhibitors in reconstituted yeast, colorimetric, S. cerevisiae, triplicate retest. S. cerevisiae NALP1/ASC/caspase-1 growth, X-gal OD620, 72 h. inhibition, % at 10 µM. 280,000 tested, 0.61% active. AID 2071, 2009; in the data active means inhibition mostly above about 24%, no sharp cut-off; inactive means mostly below about 32%; further: some compounds called inactive have numbers as strong as hits
# IDE act: human IDE activators in live cells, primary screen, fluorescence polarization, HEK cells, FAbeta-B substrate; Insulin-degrading enzyme (Homo sapiens), P14735; FAbeta-B cleavage; 0% vehicle, 100% cell-free pure enzyme wells; activation, % at 5.96 µM; 340,000 tested, 0.073% active;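 active means activation above the mean of all tested compounds plus 3 SD, set per screening campaign, cut at about 17% in these data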
# M18AAP inhibitor: PfM18AAP inhibitors, malaria aminopeptidase, primary screen, biochemical, QFRET, recombinant enzyme | AID 1822, 2009 | 290,000 tested, 1.2% active | inhibition, % at 7.35 µM | M18 aspartyl aminopeptidase (Plasmodium falciparum 3D7) | H-Glu-NHMec fluorogenic cleavage;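 active means inhibition above the campaign mean inhibition over all tested compounds plus 3 SD, cut at about 28% in these data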;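 further: 0% = plate median of test compound wells and 100% = 2 mM ZnCl2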
# GPR7 antag: GPR7 receptor antagonists, primary screen, cell-based, fluorescence, single concentration; GPR7-expressing cells, fluorescence antagonist assay; inhibition, % at 4.4 µM; 290,000 tested, 1.1% active; AID 1861, 2009; in the data active means inhibition above about 16%, passing the limit was not always enough;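 further: cells stimulated with the agonist NPW; 0% = agonist with vehicle and 100% = vehicle without agonist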
# PHOSPHO1 inh: PubChem AID 1565. 290,000 tested, 1.1% active. recombinant PHOSPHO1, absorbance phosphatase assay. inhibition, % at 13.3 µM. Phosphoethanolamine/phosphocholine phosphatase (Homo sapiens), Q8TCT1; in the data active means inhibition above about 60%
# VIM-2 inhibitor: VIM-2 metallo-beta-lactamase inhibitors, primary screen, biochemical, epi-absorbance readout, Pseudomonas aeruginosa enzyme; purified VIM-2, nitrocefin hydrolysis, epi-absorbance fluorescence; inhibition, % at 5.6 µM; 290,000 tested, 0.89% active; AID 1527, 2009;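 active means inhibition above the mean of all tested compounds plus 3 SD, cutoff set per screening run, cut at about 7.5% in these data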;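 further: red hydrolysis product quenches plate fluorescence so inhibitors raise well fluorescence; 0% = enzyme with DMSO and 100% = DMSO without enzyme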
# p-CIP stab down: p/CIP-EGFP fusion destabilizers, primary screen, fluorescence, F442A cells; Q05BA5; 16 h; decrease of EGFP signal, % at 10 µM; 290,000 tested, 0.01% active; AID 1984, 2009;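 active means EGFP signal decrease of at least 30% at 10 µM or well 3 SD below plate mean, unless failing retest; inactive means the rest, including hits failing retest or dose response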; further: some compounds called inactive have numbers as strong as hits; many of its hits are not listed in these tables
# IMP-1 inhibitor: IMP-1 metallo-beta-lactamase inhibitors, primary screen, biochemical, epi-absorbance readout, Pseudomonas aeruginosa enzyme; 290,000 tested, 0.45% active; metallo-beta-lactamase IMP-1 (Pseudomonas aeruginosa); purified IMP-1, nitrocefin hydrolysis, epi-absorbance fluorescence; inhibition, % at 5.6 µM;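 active means inhibition above the mean plus 3 SD of all compounds in the same screening run, cut at about 4.5% in these data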;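 further: 0% = IMP-1 with DMSO and 100% = DMSO wells lacking enzyme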
#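 System: purified IMP-1 / Input: IMP-1 dispensed at 0.2 nM / Medium: 50 mM HEPES pH 7.1, 50 µM ZnSO4, 0.05% Brij 35 / Timing: 15 min enzyme–compound preincubation, then 25 min nitrocefin reaction, 25 °C / Technique: plate fluorescence quenching by hydrolysis product, ex 480/em 530 nm / Repeats: singlicate testing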
# The depositor's hits bear a star; x = not tested or not shown. Random draw from the library, and some 5.3% of all compounds hit somewhere here.
SMILES,IDE cell inh,NALP1 yeast inh,IDE act,M18AAP inhibitor,GPR7 antag,PHOSPHO1 inh,VIM-2 inhibitor,p-CIP stab down,IMP-1 inhibitor
O=C(NCCc1cccc(C(F)(F)F)c1)C1CCC(=O)N(Cc2ccc(Cl)cc2)C1 (configuration not stated),4,-6,-5,4,-3,68*,-3.6,-2,-3.8
O=Cc1cn(-c2ccccc2)nc1-c1ccccc1,1,-23,1,-3,17,x,-0.3,5,-0.9
S=C(NCCc1ccccc1)NCc1cccc(Cl)c1,4,-2,4,-2,0,15,-5.1,13,-2.2
Cc1ccc(-n2c(SCC(=O)N3CCOCC3)nc(O)cc2=O)cc1,x,10,-1,0,-11,56,-1.6,-4,-3.6
CC(=O)Cn1c(CN2CCCCC2)nc2ccccc2c1=O,3,-20,5,3,-5,40,-1.4,1,-2.9
CCOC(=O)c1oc2ccc(Cl)cc2c1NC(C)=O,-3,-7,5,-5,-13,-8,-1.8,22,-3.5
CCc1nnc(NS(=O)(=O)c2ccc(NCc3cc(Br)ccc3O)cc2)s1,-1,27,2,1,-17,38,-0.8,-3,-0.1
CCCn1c2ccccc2c2cnn(CC(=O)NC3CCC(C)CC3)c(=O)c21 (configuration not stated),9,12,3,0,-3,24,-1.8,-3,-2.5
COc1cc(CC(=O)NC(c2ccccc2)c2ccccc2)cc(OC)c1OC,9,-6,-2,1,-3,19,-5.0,-1,-3.2
NC(=O)CN1C(=O)C(=O)N(Cc2ccc(F)cc2)C1=O,2,10,1,-12,-9,25,-1.0,-8,-2.5
Cc1ccc(SCCC(=O)Nc2nccs2)cc1,8,4,-3,-7,-2,-20,-2.1,-9,-0.4
c1ccc(Oc2nc(-c3ccccn3)nc3ccccc23)cc1,6,17,x,-13,-4,41,-0.3,-10,-1.9
COc1ccc(CNC(=O)N2CCN(S(=O)(=O)c3ccccc3F)CC2)cc1,-5,3,6,-10,-2,49,0.9,-12,-2.2
CC1(C)Cc2c(sc(NC(=O)c3ccc(C(=O)c4ccccc4)cc3)c2C(N)=O)C(C)(C)N1,11,18,-7,-1,17,-34,-0.6,-10,0.0
COc1ccc(C(=O)/C=C/C(=O)N(CC(=O)NCCC(C)C)Cc2cccs2)c(O)c1,x,8,4,-2,-6,26,-0.9,-11,-2.9
CC1CCN(C(=O)C2CCN(S(=O)(=O)c3cccs3)CC2)CC1,1,19,2,3,13,36,-0.3,6,-0.2
NC(=O)Cn1cnc2nc3n(c2c1=O)CCC3,-1,11,1,0,-8,48,-1.5,-5,-2.1
CC(NC(=O)c1ccc(F)cc1F)C1CC2CCC1C2 (configuration not stated),-4,18,2,3,-1,30,-1.1,-9,0.9
Cc1cc(=O)[nH]c(-n2ncc(C#N)c2N)n1,3,-28,1,3,-8,-4,-2.7,11,-1.1
CCOc1cc(/C=C2/SC(=S)N(CC3CCCO3)C2=O)ccc1O (configuration not stated),35*,3,-74,5,-3,35,0.9,-16,-2.0
C=CCOc1ccc(Br)cc1CNC(C)(C)C,1,0,0,8,2,39,-3.2,10,-4.4
COc1ccccc1N1CCN(/N=C/c2ccccc2C(=O)O)CC1,0,14,1,14,-4,19,-1.2,6,-3.0
CCOC(=O)CN1C(=O)S/C(=C/c2ccco2)C1=O,0,0,4,9,-9,44,-3.3,-7,-2.9
O=C(O)CCC(=O)c1cccc2ccccc12,0,18,-1,-2,4,-1,-3.3,3,-2.6
Cc1ccc(N(CC(=O)NC2CCC(C)CC2)S(=O)(=O)c2cccnc2)cc1 (configuration not stated),6,-7,1,2,-7,-14,-3.4,3,-3.5
Clc1ccc(-c2csc(-c3ccncc3)n2)cc1,2,2,-2,-9,-8,-10,-2.4,-6,-2.1
O=C(NCc1ccccn1)C1CCCN(S(=O)(=O)c2ccc(Br)cc2)C1 (configuration not stated),0,29,5,4,-6,-26,-6.1,-13,-6.4
COc1ccccc1NC(=O)c1ccc[n+]([O-])c1,3,20,-7,-7,-3,36,0.3,0,0.7
COc1ccc(CCNC(=O)C2CC(=O)N(CCc3ccc(C)cc3)C2)cc1OC (configuration not stated),-3,5,3,5,-4,9,-1.9,7,-1.5
Cc1[nH]c2ccccc2c1CC#N,-6,x,5,-14,-8,27,-0.3,-9,-1.0
COc1ccc(C(=O)NCc2ccc(Cl)c(Cl)c2)cc1OC,1,17,-2,-4,-3,5,-2.6,-1,0.3
Cc1ccc(C(C)C)c(OCCCNCc2cccnc2)c1,2,13,2,2,-6,44,-2.6,2,-1.6
CCn1c(CNc2cccc(Cl)c2)nnc1SCc1ccccc1,-3,-5,-6,9,19*,15,-1.4,-12,-1.8
COCCNC(=O)/C(C#N)=C/c1c(N2CCN(c3ccccc3)CC2)nc2ccccn2c1=O,-1,4,1,-1,-17,15,0.1,-1,-1.2
Cc1ccc(Cn2c(=O)c3ccccc3n3nc(C)cc23)cc1,-1,-15,-4,1,-10,41,-1.3,-7,-3.2
c1ccc(COc2ccc(-c3sc(Nc4ccccc4)n[n+]3-c3ccccc3)cc2)cc1,4,-8,x,-1,9,-13,-1.4,-25,-2.5
Cc1ccc(S(=O)(=O)N2CCCC2C(=O)Oc2ccccc2)cc1 (configuration not stated),1,-7,0,-1,2,-39,-2.5,-19,-1.9
CCOc1cc(NC(=O)c2ccco2)c(OCC)cc1NC(=O)COc1ccccc1,0,-23,6,-6,-11,-21,-5.6,-6,-2.2
COc1ccc(/C=C2/N=C(c3cccs3)OC2=O)cc1OC(C)C,1,3,2,4,-6,8,-2.3,-2,-4.2
Clc1ccc(CO/N=C2\CCCc3nonc32)c(Cl)c1,-2,46,-4,3,-5,-3,-2.7,3,-1.2
Cc1cc(NC(=O)CSc2nnc(C)c(=O)n2N)no1,0,0,0,9,-13,9,-4.3,-1,-2.8
Clc1ccc(-c2nnc(-c3ccc(Br)o3)o2)c(Cl)c1,10,-3,-1,-5,-8,-7,-4.8,2,-1.7
Cc1cc(C)c(S(=O)(=O)NCC2CCC(C(=O)NCCCN3CCOCC3)CC2)c(C)c1 (configuration not stated),x,17,4,-1,22*,5,-1.4,-9,-1.4
CCC(CC)NCC(O)COc1ccc(Br)cc1 (configuration not stated),0,-1,-3,5,3,16,-0.6,12,-1.2
CCOc1ccc(NC(=O)COc2ccc(S(=O)(=O)N3CCCC3)cc2)cc1,2,4,-2,-19,-8,28,-1.2,-8,-0.5
COc1ccc(-n2c(SCC(=O)N3CCOCC3)nc3ccccc3c2=O)cc1,-2,8,7,-4,-13,-2,-0.6,1,-0.7
O=C(Cc1ccccc1)Nc1c(C(=O)N2CCOCC2)cnn1-c1ccccc1,0,1,-2,9,-14,-23,0.3,-9,-5.5
Cc1ccc(-c2nc(CSCC(=O)N3CCCC3)c(C)o2)cc1,5,7,-4,-11,-3,28,-1.6,-15,-0.7
CC(=O)c1cc(F)ccc1OCC(=O)N1CCN(c2ccc(F)cc2)CC1,2,5,0,-7,-2,28,-2.3,3,-2.4
CNC(=O)CCn1nc(-c2ccc(Cl)cc2)c2ccccc2c1=O,0,-9,2,3,24*,-25,-1.8,-1,-2.0

# Sorted by the number under IDE cell inh (largest number first): three from the list above
SMILES,IDE cell inh,NALP1 yeast inh,IDE act,M18AAP inhibitor,GPR7 antag,PHOSPHO1 inh,VIM-2 inhibitor,p-CIP stab down,IMP-1 inhibitor
Cc1ccc(-c2nc(CSCC(=O)N3CCCC3)c(C)o2)cc1,5,7,-4,-11,-3,28,-1.6,-15,-0.7
CCOc1ccc(NC(=O)COc2ccc(S(=O)(=O)N3CCCC3)cc2)cc1,2,4,-2,-19,-8,28,-1.2,-8,-0.5
CCC(CC)NCC(O)COc1ccc(Br)cc1 (configuration not stated),0,-1,-3,5,3,16,-0.6,12,-1.2

# Next entries follow:
SMILES,IDE cell inh,NALP1 yeast inh,IDE act,M18AAP inhibitor,GPR7 antag,PHOSPHO1 inh,VIM-2 inhibitor,p-CIP stab down,IMP-1 inhibitor
CCC(=O)NC1CC2CCCC(C1)N2Cc1ccc(C)cc1 (configuration not stated),2,-16,3,0,-10,22,-1.4,2,-1.6
O=C(Nc1nnc(Cc2ccccc2)s1)C1CCC1,3,-6,3,-3,4,34,-1.7,-12,-2.2
Cc1cc(S(=O)(=O)N2CCCC2)c(C)s1,2,-6,0,-2,0,14,-2.6,-7,-3.5
Cc1ccc(/C=N\NC(=O)CNC(=O)C23CC4CC(CC(C4)C2)C3)o1,4,-6,3,8,-12,0,-1.2,18,-2.4
CC(=O)c1cc(C#N)c(N2CCCC2)nc1C,6,7,4,6,-13,48,-1.6,-3,-1.2
Cc1nc2cc(NC(=O)N3CC4(C)CC3CC(C)(C)C4)ccc2n1C (configuration not stated),0,40,1,-12,-6,7,-0.5,-12,-7.6
Cc1ccc(N2CCN(S(=O)(=O)c3c(C)nc4scc(C)n4c3=O)CC2)c(C)c1,1,18,-2,-10,-16,30,0.9,1,0.1
Cc1c(NC(=O)N(C)c2ccccc2)c(=O)n(-c2ccccc2)n1C,7,32,-1,1,-4,x,-2.3,-1,-2.0
O=C(O)c1ccc(-n2ncc3c2/C(=C/c2cccc([N+](=O)[O-])c2)CC3)cc1,0,x,-5,0,-11,25,1.5,-8,-0.6
CCCCn1c(CNC(C)=O)nc2ccccc21,0,x,-3,-16,5,5,-2.4,-11,-0.4
Cc1ccc(-c2cc(N)n(Cc3ccc(Cl)cc3)n2)cc1,1,-6,-2,-6,-28,8,-0.2,5,-1.4
Cc1sc(NC(=O)c2ccco2)c(CN2CCCCC2)c1C,5,-24,0,-7,-5,15,0.0,7,-1.2
O=C(NNC(=O)c1cc(O)c(O)c(O)c1)NC1CCCCC1,-4,18,-4,46*,6,31,0.1,0,-1.9
N#Cc1c(-c2cccs2)nc(SCC(=O)c2ccc(Br)cc2)[nH]c1=O,-4,x,-2,0,-3,22,-2.8,-10,-3.8
COc1ccccc1CN1CC(C(=O)NCc2c(F)ccc(C)c2F)CCC1=O (configuration not stated),3,29,7,5,19,24,0.9,0,1.8
O=C(CC12CC3CC(CC(Br)(C3)C1)C2)NCc1ccccc1,0,4,3,8,17,33,0.6,4,-1.0
COC(=O)c1ccccc1NS(=O)(=O)c1ccc(Cl)nc1,1,6,0,-5,-6,16,-1.6,15,-1.5
Cc1ccc(-n2c(SCC(=O)N3CCCCC3)nc(O)cc2=O)cc1,3,x,8,4,-5,37,-1.9,0,-2.4
COCCCNC(=S)N/N=C/c1cccc(OC)c1O,3,-6,x,18,-3,3,-2.0,-5,-1.2
CCc1ccc(NS(=O)(=O)c2ccc3oc(=O)ccc3c2)cc1,10,27,0,-7,9,9,-3.0,0,-3.4
N#Cc1c(-c2ccccc2)cc(-c2ccccc2)nc1SCC(=O)NCC(=O)O,3,-4,-3,38*,-6,-1,-0.6,3,-2.6
COc1ccccc1N1CCN(C2=Nc3cccc4cccc2c34)CC1,-2,18,5,11,-4,-15,-2.6,17,-3.4
CCOC(=O)c1c(Cc2ccc(Cl)cc2)c[nH]c1C,-4,30,-1,0,-9,-9,-3.0,-7,-1.7

# Screens as filed in PubChem BioAssay.
